GAA glycogen mod: alters human alpha-glucosidase cleavage of glycogen. P10253. recombinant GAA, glycogen substrate, Amplex Red glucose oxidase fluorescence. Potency, µM (highest dose often 76.4 µM), for inactives: top-dose activity change, negative = inhibition, most hits filed as inhibitors. hit rate 0.38% among 300,000;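 note: 0% = full enzyme reaction and -100% = no-enzyme basal signal; the screen sought inhibitors and activators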
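Recombinant human enzyme (4 nM); glycogen substrate; 37 C, 40 min, pH 5.0. Readout: coupled glucose oxidase/Amplex Red fluorescence.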
JMJD2E inh: JMJD2E (human) inhibition; B2RXH2; Potency, µM (titrated, usually from 57.1 µM), for the others: at the top dose activity change, negative = inhibition, hits mostly inhibitors; AID 2147; hit rate 1.6% among 230,000; JMJD2E catalytic domain, FDH-coupled NADH fluorescence (FDH is formaldehyde dehydrogenase); active = well fitted inhibition curve with a large enough effect, not every such curve was filed as active; inconclusive = small, poorly fitted or top-dose-only effect, or another doubt; inactive = no such curve, though single readings can be large or run the other way;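 note: 0% = wells with enzyme and -100% = buffer wells without enzyme; nearly all actives have a fitted effect of over 50% in size; many of its hits are not listed in these tables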
Target sequence (B2RXH2 1-337 limits assumed): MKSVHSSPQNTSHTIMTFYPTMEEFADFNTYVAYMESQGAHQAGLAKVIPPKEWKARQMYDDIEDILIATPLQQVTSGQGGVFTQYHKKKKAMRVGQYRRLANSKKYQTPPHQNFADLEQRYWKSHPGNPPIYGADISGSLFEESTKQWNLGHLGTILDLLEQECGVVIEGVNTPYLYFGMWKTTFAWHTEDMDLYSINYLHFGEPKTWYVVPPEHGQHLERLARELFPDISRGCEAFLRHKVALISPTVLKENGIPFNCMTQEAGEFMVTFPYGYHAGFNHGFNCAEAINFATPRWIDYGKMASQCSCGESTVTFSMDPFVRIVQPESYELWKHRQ
aGlu spleen mod: inhibits or activates alpha-glucosidase in human spleen homogenate; P10253; human spleen homogenate, 4-MU-alpha-glucoside fluorescence; Potency, µM (series often up to 79.9 µM), for the others: at the top dose activity change, negative = inhibition, actives largely listed as inhibitors; hit rate 0.006% among 240,000; AID 2112;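 note: 0% = enzyme with vehicle and -100% = no enzyme basal signal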
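Compounds were titrated against alpha-glucosidase in spleen homogenate at pH 5.0, with 1 mM 4-methylumbelliferyl substrate for 40 min at 37 C. Reactions were quenched with pH 10 NaOH/glycine and fluorescence measured.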
ALDH1A1 block: ALDH1A1 (human) enzyme inhibition. AID 1030. P00352. Purified ALDH1A1, NADH fluorescence, propionaldehyde substrate. Potency, µM (series often up to 75.3 µM), without a hit: at the highest dose activity, negative = inhibition, most hits filed as inhibitors. hit rate 7.3% among 220,000; active = well fitted inhibition curve with a large enough effect, not every such curve was filed as active; inconclusive = small, poorly fitted or top-dose-only effect, or another doubt; inactive = no such curve, though single readings can be large or run the other way;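 note: plate controls were no enzyme wells and a reference inhibitor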
GAA inh: alpha-glucosidase (human) inhibition | P10253 | purified human GAA, 4-MU-alpha-glucoside fluorescence | Potency, µM (top dose mostly 76.9 µM), for inactives: at the top dose activity change, negative = inhibition, actives largely listed as inhibitors | hit rate 0.005% among 200,000 | AID 1466;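 note: plate controls were uninhibited enzyme wells for no effect and no-enzyme background for full effect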
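Read-out is 4-methylumbelliferone fluorescence (Ex 365/Em 440 nm) after NaOH/glycine stop at pH 10. Enzyme 4 nM, substrate 400 uM, pH 5.0 citrate buffer, 20 min room temperature; AC50 from Hill-equation concentration-response.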
SMN2 splice enh: enhancers of SMN2 splice variant expression; HEK293 SMN2-luciferase splicing reporter, luminescence, 30-36 h; Potency, µM (titrated, usually from 46.1 µM), for the others: top-dose activity change, positive = activation, most hits filed as activators; hit rate 2.8% among 210,000; AID 1458; note: % of control where 0% means no effect; nearly all actives have a fitted effect of over 55% in size
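qHTS luciferase splicing reporter: luminescence rises when SMN2 exon 7 is included in transfected HEK293 cells. Compound exposure lasted 30-36 h at 37C, with 4.5 mM final sodium butyrate as control, followed by a ONE-Glo read.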
GoLoco inh red: RGS12 GoLoco-Gai1 interaction inhibition | hit rate 0.44% among 230,000 | Gai1:RGS12 GoLoco peptide FP, rhodamine, 10 min | Potency, µM (series often up to 61.6 µM), without a hit: top-dose activity, negative = inhibition, most hits filed as inhibitors | AID 880 | P63096; active = well fitted inhibition curve with a large enough effect, not every such curve was filed as active; inactive = no such curve, though single readings can be large or run the other way; note: % is set by controls: 0 for no effect and ±100 for the full control effect; nearly all actives have a fitted effect of over 30% in size; many of its hits are not listed in these tables
Target sequence (P63096 whole entry, looked up): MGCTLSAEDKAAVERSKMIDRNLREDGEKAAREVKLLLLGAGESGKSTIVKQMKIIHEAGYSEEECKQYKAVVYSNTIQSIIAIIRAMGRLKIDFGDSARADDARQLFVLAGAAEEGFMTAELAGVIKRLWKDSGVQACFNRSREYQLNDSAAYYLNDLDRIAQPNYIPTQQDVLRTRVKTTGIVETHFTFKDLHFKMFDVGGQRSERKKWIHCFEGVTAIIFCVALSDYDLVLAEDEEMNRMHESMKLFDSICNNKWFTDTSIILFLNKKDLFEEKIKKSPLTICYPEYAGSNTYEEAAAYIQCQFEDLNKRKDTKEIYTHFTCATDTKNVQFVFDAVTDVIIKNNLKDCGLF
aGal spleen mod: alpha-galactosidase A (human) modulation; human spleen homogenate, 4MU-alpha-Gal fluorescence, 40 min; Potency, µM (doses to about 80 µM), inactives show top-dose activity change, negative = inhibition, actives largely listed as inhibitors; hit rate 0.008% among 240,000; AID 2107;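 note: 0% = enzyme with vehicle and -100% = no enzyme basal signal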
Target sequence (P06280 32-429 limits assumed): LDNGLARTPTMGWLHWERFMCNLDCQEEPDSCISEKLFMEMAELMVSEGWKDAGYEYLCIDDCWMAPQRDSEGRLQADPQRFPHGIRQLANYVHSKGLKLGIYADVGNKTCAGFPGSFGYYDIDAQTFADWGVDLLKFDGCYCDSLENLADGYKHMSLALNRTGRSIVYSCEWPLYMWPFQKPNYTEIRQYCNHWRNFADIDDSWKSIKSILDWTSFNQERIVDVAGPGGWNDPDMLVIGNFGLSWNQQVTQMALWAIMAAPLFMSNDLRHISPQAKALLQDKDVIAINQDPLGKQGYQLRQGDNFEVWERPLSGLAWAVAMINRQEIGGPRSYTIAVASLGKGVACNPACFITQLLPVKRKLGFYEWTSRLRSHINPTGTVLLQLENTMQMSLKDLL
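Inhibition or activation of alpha-galactosidase in human spleen homogenate is scored by 4-MU fluorescence after 40 min at 37C, pH 5.0, with 1 mM substrate. AC50s come from concentration-response fitted to the Hill equation.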
Numbers without * were called inactive; ? = inconclusive; . = no result given; [ ] = dose if it differs, or a comment. Unless noted, calls come from the whole dose curve; as a rule, active = well fitted curve in the direction sought with a large enough effect; inconclusive = small, poorly fitted or top-dose-only effect, or another doubt; inactive = no such curve, though single readings can be large; an effect the other way counts as inactive or inconclusive. Potency is the fitted concentration of half-maximal effect. Only part of the results is shown; the hit share may differ from the screen's.

Values run as follows: GAA glycogen mod, JMJD2E inh, aGlu spleen mod, ALDH1A1 block, GAA inh, SMN2 splice enh, GoLoco inh red, aGal spleen mod
- CCCCCCn1nc(C(=O)OCC(=O)NC2CCS(=O)(=O)C2)c2ccccc2c1=O (configuration not stated)
 : 5%, -1%, 4%, ?, -3%, -3%, -3%, 8%
- O=C(Cn1cnc2ccccc2c1=O)Nc1cccc(S(=O)(=O)N2CCCCC2)c1
 : 5%, -27%, 2%, ., ., ., 27%, -2%
- O=C(O)CCc1nn2c3ccccc3n(Cc3ccccc3F)c2nc1=O
 : -10%, ?, -5%, ?, 5%, 14%, 5%, 5%
- O=C(c1cc2cc([N+](=O)[O-])ccc2oc1=O)N1CCN(c2ncccn2)CC1
 : 1%, 7%, 3%, 0%, -2%, -4%, 1%, -2%
- CC(Oc1ccc(F)cc1F)C(=O)/C=C/N(C)C (configuration not stated)
 : -8%, -6%, 0%, -12%, -4%, 0%, -7%, 2%
- CCOc1ccc2nc(NCCNC(=O)C(C)C)c(C)cc2c1
 : -13%, -7%, -3%, ?, 1%, ., -17%, -1%
- Cn1c(SCC(=O)c2ccc(F)cc2)nnc1-c1cccnc1
 : 11%, 10%, 5%, -2%, -3%, 5%, 8%, 1%
- CCCCN(CCCC)S(=O)(=O)c1ccc(NC(=O)c2cccs2)cc1
 : -12%, -13%, 1%, -7%, -8%, -33%[inhibitor], 8%, -4%
- CC(=O)N1N=C(c2ccncc2)OC12CCCCCC2
 : 8%, ?, -9%, ?, -2%, 4%, -2%, 8%
- Cn1nccc1C(=O)Nc1ccc(Cl)cc1
 : 11%, -2%, 2%, 7%, -7%, 0%, -1%, 0%
- Cc1ccc2c(c1)CN1CN2Cc2cc(C)ccc21
 : -5%, -9%, 0%, -9%, -8%, 2%, -10%, 2%
- Cc1ccc(-c2nn3c(-c4cccc(Cl)c4)nnc3s2)cc1
 : 2%, 9%, -5%, 11%, 14%, ?, 3%, 0%
- CCOc1ccc(CNC(=O)c2ccc(Sc3ccc(Cl)cc3)c(NC(C)=O)c2)cc1OC
 : -3%, -24%, 0%, -2%, -14%, -51%[inhibitor], -8%, 5%
- COC(=O)c1cc(NC(=O)c2nn(C)c(=O)c3ccccc23)cc(C(=O)OC)c1
 : 6%, 0%, -4%, -3%, 8%, -2%, 3%, -7%
- OCCNc1nc(-c2ccccc2)c2cc(Cl)ccc2n1
 : 8%, -5%, -4%, ?, 8%, -34%[inhibitor], 11%, 1%
- COc1ccc(OCCC(=O)N2CCCCC2)cc1
 : -4%, 7%, -3%, 1%, 1%, 18µM*, -1%, -1%
- Cc1cc(-n2nc(C)cc2C)n2nc(C)c(-c3ccc(Cl)cc3)c2n1
 : 5%, 0%, -8%, 4%, -1%, 16%, 1%, 7%
- COc1ccc(-c2cc(C(F)(F)F)n3ncc(C(=O)O)c3n2)cc1OC
 : 6%, ?, -13%, 4%, ?, -20%, 1%, -10%
- COc1ccc(C(=O)Nn2c(SCC(=O)c3ccc(Cl)cc3)nc3ccccc3c2=O)cc1
 : -4%, -7%, -16%, ?, -7%, -88%[inhibitor], 11%, -11%
- CC(Oc1ccc(Cl)cc1)c1ccn[nH]1 (configuration not stated)
 : 13%, 0%, -1%, 5%, 11%, 0%, 9%, 4%
- CC1(C)Cc2cccc(C(=O)NCc3ccco3)c2O1
 : 5%, ?, 5%, ?, -4%, ., 9%, 2%
- CCN(CC)c1ccc(NC(=O)c2c(OC)cccc2OC)c(C)c1
 : 3%, 2%, -5%, ?, -5%, -5%, -16%, -3%
- COc1cccc(C2CC(c3c(F)cccc3Cl)n3nc(N)nc3N2)c1 (configuration not stated)
 : -9%, 4%, -5%, 4%, -1%, -5%, -7%, -3%
- O=C(CCCc1ccccc1)Nc1cccc2c1CCCC2
 : 7%, -4%, -11%, -6%, -12%, -13%, -24%, -2%
- Cc1ccc2nc(CSc3nc(C)ccc3C#N)[nH]c2c1
 : ?, ?, -1%, ?, 13%, 2.5µM*, 0%, 3%
- COC(=O)N1CCC2(CCCN(C(=O)Nc3cccc(F)c3)C2)CC1
 : ., ., 11%, 1%, ., -2%, 8%, 13%
- COc1cccc(C(=O)CSc2nnc(CNc3nc(-c4ccccc4)cs3)n2C)c1
 : -3%, -5%, -2%, ?, ?, 4%, -1%, 6%
- CC(C)(C)C1CCC(=NNC(=O)c2ccc(Br)o2)CC1 (configuration not stated)
 : -2%, 32%[activator], 3%, -1%, -2%, -6%, -2%, -5%
- O=C(Nc1cccc(F)c1)c1ccc(Br)o1
 : 8%, -3%, -3%[119 µM], 0%, 1%, 12%, -3%[88.7 µM], -18%[119 µM]
- Cc1cc([N+](=O)[O-])ccc1NC(=O)CSc1nccc(=O)[nH]1
 : 6%, -2%, 7%, -10%, 2%, 10%, 3%, 1%

Structures from the list above that contain bromine, in the order listed:
Values run as follows: GAA glycogen mod, JMJD2E inh, aGlu spleen mod, ALDH1A1 block, GAA inh, SMN2 splice enh, GoLoco inh red, aGal spleen mod
- CC(C)(C)C1CCC(=NNC(=O)c2ccc(Br)o2)CC1 (configuration not stated)
 : -2%, 32%[activator], 3%, -1%, -2%, -6%, -2%, -5%
- O=C(Nc1cccc(F)c1)c1ccc(Br)o1
 : 8%, -3%, -3%[119 µM], 0%, 1%, 12%, -3%[88.7 µM], -18%[119 µM]

(continued)
Values run as follows: GAA glycogen mod, JMJD2E inh, aGlu spleen mod, ALDH1A1 block, GAA inh, SMN2 splice enh, GoLoco inh red, aGal spleen mod
- O=C(c1ccccc1NS(=O)(=O)c1ccc2c(c1)OCCO2)N1CCOCC1
 : 2%, 11%, 7%, 11%, -9%, -12%, -2%, -15%
- COc1cc(NC(=O)C2CCN(S(=O)(=O)c3cccnc3)CC2)cc(OC)c1OC
 : -13%, 1%, -3%, -5%, -7%, 7%, 5%, 2%
- O=C(O)Cn1nnc2ccccc21
 : 1%, 2%, 2%, ., ., ., 5%, 2%
- O=c1cc(-c2ccccc2)oc2cc(O)cc(O)c12
 : ., ?, 2%, 8.9µM*, ., 4µM*, 16%, -1%
- COCCn1c(=O)c(-c2cccc(C#N)c2)nc2cnc(Oc3cccc(Cl)c3)nc21
 : ., ., -2%, ?, ., ., 10%, 11%
- CN(c1ccccc1)S(=O)(=O)c1ccc(Cl)c(C(=O)OCC(N)=O)c1
 : 2%, ?, -3%, -15%, -6%, 16%, 18%, -6%
- CC(C)(C)CC(C)(C)NCC(=O)Nc1c2c(nc3ccccc13)CCC2
 : 15%, 3%, 0%, 9.5µM*, 3%, ., 18%, -1%
- Cc1ccc(-c2ccc(=O)n(CCC(=O)NCc3ccccn3)n2)cc1
 : 2%, ?, -2%, -13%, -4%, -1%, 5%, 1%
- CC(C)CNC(=S)N1CCC(c2nc(-c3ccc(F)cc3)no2)CC1
 : -19%, -3%, -19%, -15%, ?, -75%[inhibitor], 13%, 1%
- O=S(=O)(c1ccc(Cl)cc1)N1CCC(n2cccc2)CC1
 : 1%, -8%, 4%, ., ., ., 6%, -6%
- CCOC(=O)C1(CCCc2ccccc2)CCN(C(=O)c2cncs2)CC1
 : 11%, 1%, 4%, 5.6µM*, 2%, ., -3%, 0%
- COc1ccc(/C=N/N=C/c2c[nH]c(=O)c(C#N)c2Nc2ccccc2)cc1
 : -2%, 0%, -14%, 7%, 2%, -4%, 6%, 16%
- COc1ccc(Cl)cc1NC(=O)c1cc(-c2cc(C)ccc2O)n[nH]1
 : -12%, -1%, -2%, ., ., ., 1%, 0%
- COc1ccc(C2CC(=O)C3=C(C2)Nc2ncnn2C3c2ccccc2)cc1 (configuration not stated)
 : -4%, -7%, 6%, ?, ?, 19%, 5%, ?
- CCN(CC)CCCNC(=O)c1ccc(N2CCCCC2)c(NS(=O)(=O)c2ccc(C)cc2)c1
 : ?, ?, 2%, 14µM*, -2%, -13%, -5%, -6%
- Cc1ccc(NC(=O)c2c(C)nc3sc(C(=O)NC4CCCC4)c(N)c3c2-c2ccco2)c(C)c1
 : -1%, 5%, -2%, 6%, 3%, 13%, 15%, 2%
- Cc1cc(N2CCOCC2)n2cc(-c3ccccc3)nc2n1
 : -13%, ?, -2%, ?, 2%, 8%, 1%, -2%
- O=C(O)c1sc2cc(C(F)(F)F)cnc2c1-c1ccccc1
 : -4%, 0%, -11%, 3%, 3%, -6%, 2%, -8%
- CCn1c(CNC(=O)c2ccc(OC)c(OC)c2)nnc1SCC(=O)Nc1ccccc1
 : 1%, -2%, 5%, -7%, 1%, -14%, -4%, 5%
- O=C1COc2ccc(-c3csc(=Nc4ccc(OC(F)F)cc4)n3CC3CCCO3)cc2N1 (configuration not stated)
 : -9%, -6%, -12%, ?, 2%, -66%[inhibitor], 2%, -6%
- Cc1[nH]c2ccccc2c1/C=N/NC(=O)CCC(=O)Nc1ccccc1
 : 3%, -2%, -1%, 0%, 1%, ., 14%, 1%
- Cc1ccn2c(/C=N/OCc3ccc(F)cc3)c(-c3ccc(Cl)cc3)nc2c1
 : 2%, -30%, 1%, 22µM*, 4%, ., ., 2%
- COc1cccc(NC(=S)N(Cc2ccc(Cl)cc2)Cc2ccc(C(=O)O)cc2)c1
 : 4%, -3%, 1%, -9%, -11%, ., 1%, 3%
- Cn1nc(C(=O)OCC(=O)NC2CCS(=O)(=O)C2)c2ccccc2c1=O (configuration not stated)
 : -1%, -7%, -2%, 0%, 7%, 1%, 9%, -4%
- Cc1cc(C)cc(N(CC(=O)NC2CCCC2)S(=O)(=O)c2c(C)[nH]c(=O)[nH]c2=O)c1
 : 6%, -1%, 2%, ., ., ., 8%, 8%
- O=C(/C=C/c1ccccc1Cl)Nc1ccc(S(=O)(=O)Nc2ncccn2)cc1
 : -2%, 6%, -7%, -4%, 1%, 12%, 21%, -5%
- c1ccc(-c2csc3ncnc(NCc4ccccn4)c23)cc1
 : 0%, 4%, -14%, ., ., ., 1%, -2%
- O=C(Nc1ccccc1Cl)N1CCN(Cc2ccc3c(c2)OCO3)CC1
 : -5%, 9%, -7%, 4%, -5%, -25%, 10%, -12%
- Cc1cccc(N2CCN(C(=O)CSCc3c(C)noc3C)CC2)c1C
 : 1%, -9%, -14%, -4%, 6%, -74%[inhibitor], -5%, -4%
